# Compound activity deposited in PubChem BioAssay by several laboratories.
# CHT PAM: human CHT allosteric activation; actives 0.49% (n = 310,000); B-score at 10 µM; Q9GZV3; CHT-expressing cells, membrane potential dye, choline EC20; hits give high values; LV-AA mutant CHT in HEK293 cells; AID 488977;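 active means initial fluorescence not abnormally high and integrated response B-score, plate-corrected, over 3 SD above library mean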
# Target sequence (Q9GZV3 whole entry, looked up): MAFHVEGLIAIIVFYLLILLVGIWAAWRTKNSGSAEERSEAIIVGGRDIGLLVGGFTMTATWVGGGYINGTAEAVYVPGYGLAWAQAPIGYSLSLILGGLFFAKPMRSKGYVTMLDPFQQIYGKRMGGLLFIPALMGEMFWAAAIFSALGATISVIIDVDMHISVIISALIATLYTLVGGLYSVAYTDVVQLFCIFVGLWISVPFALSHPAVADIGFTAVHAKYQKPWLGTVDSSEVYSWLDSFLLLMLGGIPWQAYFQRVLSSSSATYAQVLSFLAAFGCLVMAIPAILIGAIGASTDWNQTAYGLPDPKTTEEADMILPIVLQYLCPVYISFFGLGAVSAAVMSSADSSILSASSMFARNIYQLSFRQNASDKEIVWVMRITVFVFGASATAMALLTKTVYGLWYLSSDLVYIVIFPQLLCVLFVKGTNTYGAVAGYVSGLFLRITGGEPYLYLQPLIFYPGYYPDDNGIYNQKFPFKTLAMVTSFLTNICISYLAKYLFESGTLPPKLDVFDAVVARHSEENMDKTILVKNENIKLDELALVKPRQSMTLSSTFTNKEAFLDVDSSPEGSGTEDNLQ
# OX1R antag-1: OX1R (human) antagonism. OX1R-expressing cells, FRET antagonist read-out. inhibition, % at 6.6 µM. actives 1.8% (n = 330,000). AID 485270; in the data active means inhibition mostly above about 38%, no sharp cut-off; inactive means mostly below about 40%;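 further: 0% = agonist challenge alone and 100% = reference antagonist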
# Target sequence (O43613 whole entry, looked up): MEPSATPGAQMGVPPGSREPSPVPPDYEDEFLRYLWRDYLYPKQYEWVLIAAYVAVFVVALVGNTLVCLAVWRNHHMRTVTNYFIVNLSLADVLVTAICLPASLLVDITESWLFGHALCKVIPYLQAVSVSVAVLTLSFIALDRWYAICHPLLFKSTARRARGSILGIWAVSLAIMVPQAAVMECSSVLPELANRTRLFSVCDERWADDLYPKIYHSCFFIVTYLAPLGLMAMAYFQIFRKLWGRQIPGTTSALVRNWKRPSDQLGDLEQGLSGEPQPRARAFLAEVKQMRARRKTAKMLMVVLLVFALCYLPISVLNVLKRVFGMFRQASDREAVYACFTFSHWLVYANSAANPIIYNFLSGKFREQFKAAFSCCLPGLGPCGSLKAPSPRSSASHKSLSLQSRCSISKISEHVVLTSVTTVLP
# OX1R antag-2: human HCRTR1 antagonism | O43613 | CHO/OX1R cells, Fluo-8 calcium fluorescence, orexin A | inhibition, % at 5 µM | actives 0.43% (n = 330,000) | AID 434989;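 active means inhibition above its plate's threshold, mean inhibition of all tested compounds on the plate plus 3 SD, cut at about 37% in these data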;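 further: 0% = orexin A challenge wells and 100% = SB-334867-A antagonist wells; not every result past the cut was called active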
# Starred values were filed as active, the others as inactive; i = inactive; x = not tested or not shown. Hits appear at their usual frequency, and some 2.5% of all compounds hit somewhere here.
SMILES,CHT PAM,OX1R antag-1,OX1R antag-2
CCn1c(SCC(=O)Nc2ccc(Br)cc2)nc2sc3c(c2c1=O)CCN(C)C3,i,4,-31
COc1cccc(C(=O)Nc2ccc(-c3nc4ccccc4o3)c(O)c2)c1,i,10,11
CCCCOc1ccc(C(=O)N/N=C/c2ccc(OCCN3CCCCC3)c(OC)c2)cc1,i,11,-19
COc1ccccc1OCC(=O)Nc1nc2c(s1)CCCC2,i,37,-7
CS/C(=C\[N+](=O)[O-])Nc1ccc(F)cc1,i,31,-7
COc1ccc(NC(=O)C2CCN(C(=O)c3ccc(OC)cc3)CC2)cc1,i,8,-2
COc1cc(C(C2C(=O)CC(C)(C)CC2=O)C2C(=O)CC(C)(C)CC2=O)ccc1OC(C)=O,i,15,-1
COc1ccccc1CNC(=O)c1cc(-c2ccccc2)nn1CC1CC(c2cccnc2)=NO1 (centres undefined),i,9,-23
O=C(CSCc1ccc(Cl)cc1)NCC1CCCO1 (centres undefined),i,22,-25
Nc1ccc(-c2nnc(-c3ccc(-c4ccccc4)cc3)o2)cc1,i,40,5
COc1ccc(-n2nc3c(c2NC(=O)C2CC2)CS(=O)(=O)C3)cc1,i,11,-4
Cc1cc2ncc(C(=O)N=CN(C)C)cn2n1,i,0,4
O=C(NC1CCCc2ccccc21)c1cc(Cl)ccn1 (centres undefined),i,13,-15
COc1ccc(NC(=O)COC(=O)CCc2ccccc2)c(OC)c1,i,-9,-23
Cc1ccc(CSc2ccc(-c3ccc4c(c3)OCO4)nn2)cc1,i,14,-18
COc1cc(/C=N/NC(=O)c2cc(C)oc2C)ccc1O,i,24,-20
COc1ccc(CCNC(=O)c2ccc(Cl)cc2Cl)cc1,i,9,-12
O=S(=O)(Nc1ccccc1Cl)c1ccc2[nH]c(=S)oc2c1,i,19,7
CC(C)(C)c1ccc(C(=O)NNc2ncccc2-n2cccc2)cc1,i,10,-17
CN(C)S(=O)(=O)c1cccc(NC(=S)N/N=C/c2cc(Br)ccc2O)c1,i,38,16
COC(=O)c1ccccc1NC(=O)Cn1c(CCC(=O)O)ccc1-c1cccs1,i,27,5
Cc1cccc(C(=O)Nc2cc(Cl)ccc2-n2cncn2)c1[N+](=O)[O-],i,20,-8
Cn1c(=O)cc(OCCCC(=O)NC2CCCC2)c2ccccc21,i,14,-21
CS(=O)(=O)N(CC(=O)N1CCCCCC1)c1ccc(Cl)cc1,i,4,-21
COC(=O)CSc1nc2sc3c(c2c(=O)[nH]1)CCC3,i,12,-6
COc1ccc(OC)c(C(=O)COC(=O)C2CC3CCCC(C2)C3=O)c1 (centres undefined),i,0,-13
Cc1cc(=O)oc2cc(OCC(=O)c3ccccc3)ccc12,i,-2,-22
Cc1cc(NC(=O)c2ccc3c(c2)OCO3)ccc1NC(=O)c1ccco1,i,31,-7
CC1CCCCN1c1cc(C#N)c(C#N)cc1[N+](=O)[O-] (centres undefined),i,30,-26
O=C1CC(c2ccc(Cl)cc2)SC(N(c2ccccc2)c2ccccc2)=N1 (centres undefined),i,-5,-22
O=C(Nc1cccc(Cl)c1)OCc1cnc(Cl)s1,i,39,-29
Cc1cc(C)c2c(=O)n(CC(=O)NCCCN3CCOCC3)sc2n1,i,10,-11
Cc1ccc(N2C(=O)c3cccc4c(Oc5ccccc5[N+](=O)[O-])ccc(c34)C2=O)c(C)c1,i,-2,-4
Cc1cc(C)nc(NC(=O)c2cc([N+](=O)[O-])cc([N+](=O)[O-])c2)n1,7.2*,111*,-4
N/C(=N\N=C\c1ccc([N+](=O)[O-])cc1)c1nonc1N,i,10,7
O=C(Cn1c(=O)n(CCCCC(=O)NC2CCCC2)c(=O)c2ccccc21)NCCC1=CCCCC1,i,6,-19
CCC(CC)c1nnc(NC(=O)c2c(C)nn(Cc3ccccc3Cl)c2C)s1,i,-9,-9
CCOCCc1nnc(NC(=O)CS(=O)(=O)c2ccc(C)cc2)s1,i,23,-3
O=C1/C(=C/c2ccncc2)CCc2ccccc21,i,5,-9
CN(CC(=O)N1CCN(Cc2ccccc2)CC1)S(=O)(=O)c1ccc(Br)cc1,i,-7,-18
Cc1cc(C)cc(CC2CC(=O)N(c3ccc4c(c3)OCCO4)C2=O)c1 (centres undefined),i,1,-16
O=C(CCN1c2ccccc2Sc2ccccc21)OCc1nnc(-c2ccccc2)o1,i,20,-3
Cc1nc(CSc2nnc3scc(-c4ccc(Cl)cc4)n23)cs1,i,14,-8
CC(C)c1ccc(NC2CCCN(C(=O)c3n[nH]c4c3CCC4)C2)cc1 (centres undefined),i,3,-25
Cc1ccc(Nc2cc(C)nc3ncnn23)cc1,i,11,-10
O=C(NCCCN1CCOCC1)c1ccc(NS(=O)(=O)c2cccc([N+](=O)[O-])c2)cc1,i,34,0
COc1ccccc1OCc1cc(C(=O)NCc2ccc(N3CCCC3=O)cc2)no1,i,14,-10
Cc1nc(-n2[nH]c3c(c2=O)CCCC3)[nH]c(=O)c1Cc1ccccc1,i,-8,21
O=C(NC(=S)NCC1COc2ccccc2O1)c1ccccc1 (centres undefined),i,9,-24
CCOC(=O)c1[nH]c(C)c(/C(O)=C2\C(=O)C(=O)N(CCN(C)C)C2c2cccc(OC)c2OC)c1C (centres undefined),i,5,4

# Further structures follow.
SMILES,CHT PAM,OX1R antag-1,OX1R antag-2
CCCCNCCOCCOc1ccc(C)cc1Br,i,16,-22
O=c1o[nH]c(-c2ccccc2)c1C1=NCCCCC1,i,20,-5
CC1CCCC(NC(=O)CCNS(=O)(=O)c2ccc(Br)cc2)C1C (centres undefined),i,8,-17
Cn1cc(P(=S)(N2CCOCC2)N2CCOCC2)cc1P(=O)(N1CCOCC1)N1CCOCC1,i,-1,3
COc1ccc(NC(=O)/C(C#N)=C\C=C\c2ccco2)cc1,i,29,-16
Cc1ccc(/C(N)=N/OC(=O)CCCc2ccccc2)cc1,i,28,-14
CCN(CC)CC(O)Cn1c2ccccc2c2ccccc21 (centres undefined),i,-5,-16
Clc1ccccc1-c1nnc2sc(-c3ccco3)nn12,i,24,-19
CC(C)(Oc1ccc(Cl)cc1)C(=O)NCc1ccco1,i,15,-34
O=C(COc1coc(CN2CCc3ccccc3C2)cc1=O)Nc1cccc(Cl)c1,i,12,-20
O=S(=O)(c1ccccc1)c1nc(-c2ccccc2)oc1NCc1cccnc1,i,4,-14
C1=C[C@@H]2CCN(Cc3ccccc3)Cc3cccc(c32)C1,x,5,-20
O=C(COC(=O)COc1ccccc1)Nc1ccc(S(=O)(=O)N2CCOCC2)cc1,i,6,-7
COc1ccccc1NS(=O)(=O)c1cccc(NS(=O)(=O)c2ccc(Cl)c(C(=O)O)c2)c1,x,9,2
FC(F)(F)c1nc2ccccc2n2c(-c3ccc(Cl)cc3)nnc12,i,35,-10
O=C(Nc1ccc2c(c1)OCO2)C1CCCCC1,i,36,-14
CCN(CC)CC(=O)Nc1ccccc1SCC(=O)Nc1ccsc1C(=O)OC,i,28,-27
CC1(C)Cc2c(c(N3CCOCC3)nc3sc4c(=O)[nH]cnc4c23)CS1,i,28,-40
COc1ccc(NC(=O)Nc2nnc(N3CCCCC3C)s2)cc1OC (centres undefined),i,17,-22
CCC(=O)Nc1ccc(NC(=O)C23CC4CC(CC(C4)C2)C3)cn1,i,23,-13
CC(/C=N/NC(=O)c1ccncc1)=C\c1ccco1,i,10,-5
CCn1cc(C(=O)NCCN(C)CCc2ccccc2)c(=O)c2cc(S(=O)(=O)N(C)C)ccc21,i,2,-17
O=C(C[n+]1ccccc1)Nc1cc(C(F)(F)F)ccc1Cl,i,16,-6
CCc1c(C)c2ccc(OC3CCCCC3=O)cc2oc1=O (centres undefined),i,-4,-3
CCn1cc(C(=O)NCc2ccc(C)o2)c2cc(OC)c(OC)cc2c1=O,i,22,-30
COC(=O)c1cc(CNC(=O)c2ccc(O)c(Cl)c2)ccc1OC,i,28,13
O=C(COC(=O)COc1ccccc1)Nc1ccc2c(c1)OCCO2,x,12,12
O=[N+]([O-])c1ccccc1NCc1c(O)ccc2ccccc12,i,28,-11
CN(c1ccc(C(=O)N2CCOCC2)cc1[N+](=O)[O-])C1CCCCC1,i,10,-9
COC(=O)CCCCCN1C(=O)NC(c2ccccc2)C(C(=O)OCc2ccccc2)=C1C (centres undefined),i,14,-36
Fc1ccccc1CSc1ncn[nH]1,i,14,-5
O=C(O)c1ccnc(Cl)c1,i,2,6
COc1ccc(-c2cc(=O)oc3cc(OCC(=O)NCC(O)c4ccccc4)ccc23)cc1 (centres undefined),i,18,-10
O=C(CSc1nnc(-c2ccc(O)cc2)o1)Nc1cccc(O)c1,i,9,10
CCC(=O)c1ccc(OCCSc2ncccn2)cc1,i,22,-48
C=CCN1c2ccccc2C(=O)CS1(=O)=O,x,9,-11
CN(C(=O)CSc1nnc(-c2ccccc2)o1)c1c(N)n(Cc2ccccc2)c(=O)[nH]c1=O,i,10,-27
CSC1=NCCN1C(=O)COc1ccccc1,i,13,-12
O=C(N/N=C/c1ccccn1)c1ccc(NC(=O)c2ccc(F)cc2)cc1,i,16,-13
CCOc1ccc(/C=C/C(O)=C2/C(=O)NC3(C)CC2c2ccccc2O3)cc1OC (centres undefined),i,9,-27
c1ccc(-c2nnc(-c3ccccc3)o2)cc1,i,7,-18
CN(CCCN1CCOCC1)C(=O)c1cc(COc2cccc(C(F)(F)F)c2)on1,i,18,-18
O=C(N/C(=C/c1cccnc1)C(=O)N1CCCCCC1)c1cccc(Br)c1,i,37,-16
CCOc1ccccc1C(=O)NC(C(=O)N(C)Cc1ccc2c(c1)OCO2)C(C)C (centres undefined),x,11,-39
O=C(Nc1ccc([N+](=O)[O-])cc1)N1CCN(C(=O)C2CCCO2)CC1 (centres undefined),i,15,-4
O=C1C=C(c2cccc(Cl)c2O)C[C@@H](c2ccc3c(c2)OCO3)C1,x,17,16
CC(C)N1C(=S)N(Cc2ccco2)C(=O)C1CC(=O)Nc1ccccc1 (centres undefined),i,18,-3
CCOC(=O)c1c(S(=O)(=O)NCC2CCN(CCc3cccs3)CC2)c(C)n(C)c1C,i,4,-10
O=C(OCc1cncs1)c1cccs1,i,7,-2
CC(C)(C)C(=O)Nc1sc2c(c1C(=O)Nc1ccccn1)CCCC2,i,15,-25

# Going on with the list.
SMILES,CHT PAM,OX1R antag-1,OX1R antag-2
Cc1ccc(C(O)(CCN2CCCCC2)c2ccccc2)cc1 (centres undefined),i,2,-25
CC1(C)CC2(CCO1)C(Nc1ccccc1)=NC(=S)N2CC(N)=O (centres undefined),i,3,-6
CCCC(=O)NC(=S)Nc1ccc(NC(=O)c2cccs2)cc1,i,16,-31
N#Cc1ccc(NC(=O)CCc2nc3ccccc3s2)cc1,i,6,-21
CCN(C[C@H]1N[C@@](C)(C(=O)OC)[C@H]2C(=O)N(Cc3ccccc3)C(=O)[C@@H]12)C(=O)c1ccccc1,x,6,-21
Cc1nc(/N=C\c2ccc(N(C)C)cc2)sc1C,i,20,12
CC(=O)Nc1ccc(Sc2ncnc3scc(-c4ccccc4)c23)cc1,i,26,-19
COc1cccc(C2C(C#N)=C(N)SC(c3ccccc3)C2[N+](=O)[O-])c1 (centres undefined),i,10,6
CN(CC(=O)Nc1c(Cl)cccc1Cl)C(=O)c1ccccc1-c1nc2ccccc2s1,i,38,-45
C1=CC2CC1CC2CNCc1ccco1 (centres undefined),i,10,-13

# Just CHT PAM and OX1R antag-1 (4 entries from above):
compound	CHT PAM	OX1R antag-1
N#Cc1ccc(NC(=O)CCc2nc3ccccc3s2)cc1	i	6
CCN(C[C@H]1N[C@@](C)(C(=O)OC)[C@H]2C(=O)N(Cc3ccccc3)C(=O)[C@@H]12)C(=O)c1ccccc1	x	6
Cc1nc(/N=C\c2ccc(N(C)C)cc2)sc1C	i	20
CC(=O)Nc1ccc(Sc2ncnc3scc(-c4ccccc4)c23)cc1	i	26

# Look-ups from the results shown.
# COc1cccc(C2C(C#N)=C(N)SC(c3ccccc3)C2[N+](=O)[O-])c1 (centres undefined) @ OX1R antag-2: 6
# Cc1nc(/N=C\c2ccc(N(C)C)cc2)sc1C @ OX1R antag-2: 12
# C1=CC2CC1CC2CNCc1ccco1 (centres undefined) @ OX1R antag-2: -13
# CCN(C[C@H]1N[C@@](C)(C(=O)OC)[C@H]2C(=O)N(Cc3ccccc3)C(=O)[C@@H]12)C(=O)c1ccccc1 @ OX1R antag-2: -21

# Next entries:
SMILES,CHT PAM,OX1R antag-1,OX1R antag-2
COC(=O)CN1C(=O)[C@H]2[C@@H](C3CC3)N3C(=O)CN(Cc4ccc(-c5ccccc5)cc4)C(=O)[C@@]3(Cc3ccccc3)[C@H]2C1=O,i,9,-17
COc1ccc(C2CC(=O)C=C(NCC3CCCO3)C2)cc1 (centres undefined),i,11,-30
O=C(O)CSCc1ccc(C(=O)O)o1,i,11,-11
O=C(O)c1ccc(N/N=C/c2cc3cc4c(cc3nc2Cl)OCCO4)cc1,i,27,4
Cn1c(N)c(N=Nc2ccc(S(N)(=O)=O)cc2)c(=O)n(C)c1=O,i,60*,-4
CSCC[C@H](NC(=O)N1CCn2c1nc1ccccc12)C(=O)NCc1ccc(F)cc1,i,14,-18
CCN1CCc2c(OCC(=O)N3N=C(c4cccs4)CC3c3ccc(F)cc3)cccc2C1=O (centres undefined),i,8,-18
Cc1ccc(C)c(NC(=S)c2ccccn2)c1,i,31,0
Cc1ccc(C(=O)NCCc2cccs2)cc1,i,7,-9

# OX1R antag-1, what is marked active above
SMILES | OX1R antag-1 | OX1R antag-2
Cc1cc(C)nc(NC(=O)c2cc([N+](=O)[O-])cc([N+](=O)[O-])c2)n1 | 111* | -4
Cn1c(N)c(N=Nc2ccc(S(N)(=O)=O)cc2)c(=O)n(C)c1=O | 60* | -4
